Screening results (PubChem)
FUS yeast rescue: rescues growth of FUS-expressing yeast; S. cerevisiae FUS-expressing, growth rescue, OD600, 24 h; Potency, µM (top dose mostly 76.6 µM), without a hit: at the highest dose growth rescue (activation), hits mostly activators; 390,000 compounds, 0.24% hits;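 note: potency is the fitted concentration of half-maximal effect; plate controls were DMSO vehicle for no effect and reference control for full effect; nearly all actives have a fitted effect of over 55% in size; some results filed as inactive show a strong effect at the top dose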
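Cultures pregrown in 2.5% raffinose medium are shifted to minimal medium containing 2% galactose to express toxic FUS. Compounds are tested at several concentrations. After 24hr at 30C, growth is quantified at 600 nm absorbance.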
Abeta rescue: compounds reversing amyloid beta toxicity in yeast | yeast expressing A-beta42, growth rescue, OD600, 48 h; response scale: 0% DMSO, 100% iron-clioquinol control | 410,000 compounds, 0.063% hits | Potency, µM (doses to about 46.1 µM), for inactives: top-dose growth rescue, hits mostly activators; note: potency is the fitted concentration of half-maximal effect; nearly all actives have a fitted effect of over 55% in size
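Growth rescue measured by 600 nm absorbance after 48 h yeast culture at 30 C with compound. Values normalized between DMSO and an equimolar ferric chloride plus clioquinol control.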
IL-2 act: IL-2 activation; IL-2 activation reporter assay, cell-based qHTS; stimulated with anti-CD3/CD4/CD28 beads; in transgenic mouse T cells; 360,000 compounds, 0.065% hits; activation, % (series mostly up to about 46 µM); in the data active = activation above about 50%; inconclusive = mostly about 30% to 49%; note: 0% is about no effect
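Unstimulated transgenic mouse T cells preincubated 60 min with compound, then stimulated with anti-CD3/anti-CD4-coated beads plus anti-CD28 for 18 h at 37 degrees C. IL-2 response read as EGFP and DsRed fluorescence by plate cytometry.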
EPAC1 agonist: agonists of human EPAC1; EPAC1 agonist qHTS, biochemical assay; response scale: 100% = response to 6.5 mM cAMP; AID 720707; Potency, µM (series often up to 154 µM), for the others: top-dose activation, most hits filed as activators; O95398; 360,000 compounds, 0.073% hits; note: potency is the fitted concentration of half-maximal effect; nearly all actives have a fitted effect of over 60% in size
Target sequence (O95398 whole entry, looked up): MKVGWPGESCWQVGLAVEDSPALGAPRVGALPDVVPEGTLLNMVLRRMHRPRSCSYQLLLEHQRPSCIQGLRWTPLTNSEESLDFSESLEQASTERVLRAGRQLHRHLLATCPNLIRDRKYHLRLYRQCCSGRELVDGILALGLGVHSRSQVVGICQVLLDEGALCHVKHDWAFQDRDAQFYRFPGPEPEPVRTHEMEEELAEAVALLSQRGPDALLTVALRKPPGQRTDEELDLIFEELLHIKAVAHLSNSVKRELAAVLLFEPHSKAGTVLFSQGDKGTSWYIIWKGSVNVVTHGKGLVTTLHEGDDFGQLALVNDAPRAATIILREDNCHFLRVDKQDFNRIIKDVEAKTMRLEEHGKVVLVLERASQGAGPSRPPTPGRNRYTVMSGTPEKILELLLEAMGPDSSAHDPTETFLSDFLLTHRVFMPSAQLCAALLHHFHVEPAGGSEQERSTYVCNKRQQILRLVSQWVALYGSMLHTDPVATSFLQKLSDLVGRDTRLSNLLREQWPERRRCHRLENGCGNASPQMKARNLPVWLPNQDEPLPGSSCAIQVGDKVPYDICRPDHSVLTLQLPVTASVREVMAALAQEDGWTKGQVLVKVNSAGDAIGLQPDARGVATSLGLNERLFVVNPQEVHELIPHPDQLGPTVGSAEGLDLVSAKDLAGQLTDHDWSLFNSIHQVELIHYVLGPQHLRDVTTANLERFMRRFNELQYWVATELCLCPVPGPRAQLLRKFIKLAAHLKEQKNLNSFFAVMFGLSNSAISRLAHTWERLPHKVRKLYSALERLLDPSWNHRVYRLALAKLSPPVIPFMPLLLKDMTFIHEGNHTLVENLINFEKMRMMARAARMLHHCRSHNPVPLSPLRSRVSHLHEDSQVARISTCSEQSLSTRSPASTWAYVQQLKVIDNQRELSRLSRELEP
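Fluorescent GDP-exchange assay: 100 nM EPAC1 with 250 nM Rap1B preloaded with BODIPY-GDP and 50 uM GDP; compounds tested as concentration series, 5 min at room temperature, then read every 5 min for 30 min (ex 480/em 540 nm); normalized to 6.5 mM cAMP.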
WRN inhibitor: inhibitors of human WRN helicase | Q14191 | WRN helicase unwinding, fluorescent forked duplex, kinetic | Potency, µM (series often up to 114 µM), for inactives: at the top dose activity change, negative = inhibition, hits mostly inhibitors | 360,000 compounds, 0.46% hits | AID 651768; note: potency is the fitted concentration of half-maximal effect; % is set by controls: 0 for no effect and ±100 for the full control effect; nearly all actives have a fitted effect of over 55% in size
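Fluorescence dequenching readout, ex 525 nm/em 598 nm, kinetic mode: forked duplex DNA (100 nM final) with adjacent fluorophore and quencher unwound by WRN (20 nM final) with 2 mM ATP. Compound preincubation 15 min, room temperature.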
EPAC1 antag: blocks human EPAC1 exchange factor; O95398; EPAC1 GEF assay, Rap1b-BODIPY-GDP exchange fluorescence; Potency, µM (doses to about 115 µM), without a hit: at the top dose activity change, negative = inhibition, hits mostly inhibitors; 360,000 compounds, 0.14% hits;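 note: potency is the fitted concentration of half-maximal effect; plate controls were vehicle for no effect and positive control for full effect; nearly all actives have a fitted effect of over 50% in size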
aSyn yeast inh: inhibitors of alpha-synuclein toxicity in yeast; Yeast expressing alpha-synuclein, growth rescue, BacTiter-Glo, 24 h; Potency, µM (series often up to 46.1 µM), for inactives: at the top dose growth rescue (activation), actives largely listed as activators; 370,000 compounds, 0.14% hits; note: potency is the fitted concentration of half-maximal effect; % of control where 0% means no effect; nearly all actives have a fitted effect of over 65% in size
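Rescue of yeast growth: cells expressing toxic alpha-synuclein, induced in galactose at OD600 0.02, incubated with compound 24 h at 30 C. ATP luminescence quantified growth; inhibitors of toxicity appear as activators.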
PLK1 PBD inh: PLK1 (human) polo-box domain binding inhibition; Plk1 PBD binding of FITC phosphopeptide, fluorescence polarization; Potency, µM, for the others: max response, negative = inhibition, most hits filed as inhibitors; 360,000 compounds, 2.8% hits; note: potency is the fitted concentration of half-maximal effect; series mostly up to about 57 µM; % is set by controls: 0 for no effect and ±100 for the full control effect; nearly all actives have a fitted effect of over 65% in size
PI5P4K alpha inh: PI5P4K alpha (human) kinase inhibition | PI5P4Kalpha enzyme, ADP-Glo luminescence, 60 min; hits give low values | AID 652105 | P48426 | max response, % | 330,000 compounds, 1.2% hits; active = max response of -50% or lower; inconclusive = between -30% and -50%; inactive = -30% or higher; note: value at the top dose of about 77 µM; % is set by controls: 0 for no effect and ±100 for the full control effect
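Human PI5P4Kalpha with substrate in 0.038 M HEPES pH 7.4, 0.28 mM EGTA, 0.1% CHAPS, 5% DMSO; reaction started with 5 microM ATP (final), 60 min at room temperature. ADP formed read by ADP-Glo luminescence.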
Active calls of the source: *; ? = inconclusive; / = not tested or not shown; & = joins results of further samples. Unless noted, calls come from the whole dose curve; as a rule, active = well fitted curve in the direction sought with a large enough effect; inconclusive = small, poorly fitted or top-dose-only effect, or another doubt; inactive = no such curve, though single readings can be large; an effect the other way counts as inactive or inconclusive.

SMILES	FUS yeast rescue	Abeta rescue	IL-2 act	EPAC1 agonist	WRN inhibitor	EPAC1 antag	aSyn yeast inh	PLK1 PBD inh	PI5P4K alpha inh
CN(C)CCN(C(=O)c1ccc2c(c1)OCCO2)c1nc2c(Cl)cccc2s1	4%	-6%	1.2	2%	0%	17%	6%	-2%	7
O=C(NCCN1CCC(n2c(=O)[nH]c3ccccc32)CC1)c1cccnc1	-6%	-6%	0.0	11%	-1%	8%	-6%	-8%	1
CC(C)(C)c1ccc(S(=O)(=O)NCc2ccccn2)cc1	17%	-2%	0.6	2%	-18%	7%	1%	-9%	0
CC(C)OCCCNC(=O)CN1C(=O)CSc2ccc(S(=O)(=O)N3CCCCC3)cc21	15%&-7%	9%&-22%	0.5	14%	-3%	15%	1%&-2%	1%	6
C=CCn1c(=O)c2ccccc2n2c(SCC(=O)Nc3cc(C)on3)nnc12	29%	-5%	0.1	4%	-6%	-17%	1%	-7%	6
O=C(O)c1cccc(Cl)n1	-7%	9%	0.1	16%	-5%	-11%	4%	-8%	9
Cc1cccc2nc(CSc3ccc(Cl)cc3)cn12	14%	8%	-3.4	3%	1%	?	-1%	?	-7
COc1ccc(OC)c(NC2=C(Cl)C(=O)N(Cc3ccccc3)C2=O)c1	-3%	-15%	1.9	14%	-10%	1%	10%	2%	0
COc1ccc2c(c1)[C@H]1[C@H](CO2)[C@H](c2ccccc2)[C@]2(C)C(=O)N(Cc3ccc(C)cc3)CC(=O)N12	39%	0%	-1.0	-2%	-29%	-8%	4%	-17%	6
COc1ccc(-c2nnc3ccc(SCC(N)=O)nn23)cc1OC	26%	-16%	0.2	8%	-9%	-17%	-1%	-6%	/
CC(C)(C)N1CC(C(=O)Nc2ccc(S(=O)(=O)N3CCCCC3)cc2)CC1=O (stereo not drawn)	31%	0%	1.6	1%	3%	2%	-10%	-8%	1
Cc1cccc(Oc2ccc(Cl)cc2N)c1	3%	3%	-0.5	13%	-10%	-29%	-2%	-17%	3
O=C(Nc1nnc([C@H]2C[C@H](O)[C@@H](CO)O2)s1)Nc1ccc(F)cc1F	-11%	11%	-0.4	3%	-4%	5%	1%	-1%	-3
OCCC1CN(Cc2nc3ccc(F)cc3[nH]2)CCN1C1CCCC1 (stereo not drawn)	-5%	8%	1.1	3%	1%	17%	2%	-2%	-1
Cc1ccc(CS(=O)Cc2ccc(C(=O)NCc3ccccc3Cl)o2)cc1 (stereo not drawn)	34%&16%	-1%&-3%	-2.9	-6%	-5%	0%	-3%	-12%	3
CC(=O)Nc1ccc(CN2CCC(CO)(CCOc3ccccc3)CC2)cc1	-16%	-7%	-1.5	7%	-7%	1%	-1%	-11%	4
COc1ccc(N2CCN(C(=O)Oc3ccc([N+](=O)[O-])cc3)CC2)cc1	-1%	-13%	-0.3	9%	0%	-10%	-8%	-11%	2
CC(C)(C)c1ccc(-c2nn(CCC#N)cc2/C=N/O)cc1	-17%	0%	1.9	1%	4%	-18%	-3%	-15%	-1
NC(=O)c1ccccc1NC(=O)CSc1nc2ccccc2c(=O)[nH]1	/	7%	-2.0	-1%	-15%	9%	1%	-4%	-6
COCCSc1nc(N)c2c3c(sc2n1)CN(C)CC3	19%	-27%	0.9	1%	-2%	-18%	-1%	-24%	2
CNS(=O)(=O)c1cccc(C(=O)OCC(=O)NCCCc2ccccc2)c1	-6%	-10%	1.1	9%	4%	-16%	-6%	-7%	-11
CCOc1ccc(-c2noc(CCCC(=O)NCC3CCCO3)n2)cc1OC (stereo not drawn)	/	-2%	-0.9	3%	-16%	7%	0%	1%	1
O=C(Nc1cccc2c1[nH]c(=O)c1ccccc12)C(F)(F)F	-6%	3%	-0.8	-9%	-5%	-2%	-6%	-2%	-23
COc1ccc(Nc2ncnc3c2c(C)c(C)n3CCCN(C)C)cc1	11%	8%	2.6	-6%	1%	-13%	8%	1%	-11
COc1cccc(CC(CC(=O)O)C(=O)Nc2cc(C)ccc2C)c1 (stereo not drawn)	-17%	4%	0.2	-3%	9%	25%	8%	7%	-3
CC1(C(=O)O)CCN1C(=O)/C=C/c1ccccc1 (stereo not drawn)	-25%	-4%	-0.6	7%	-4%	2%	0%	-5%	-3
CC(C)(C)c1ccc(S(=O)(=O)NCC2CCCO2)cc1 (stereo not drawn)	-18%	?	0.4	0%	-7%	-2%	1%	-18%	5
Cc1cc(S(=O)(=O)Nc2cccnc2)c(Cl)cc1Cl	0%	-6%	-1.2	1%	2%	-12%	-1%	-7%	-3
CCN(CC)S(=O)(=O)c1cccc(NC(=O)C(=O)c2c(-c3ccccc3)cc3ccccn23)c1	/	9%	0.2	3%	-9%	-5%	10%	-8%	5
COc1ccc(C(=O)N/C(=C\c2cccc3ccccc23)C(=O)N2CCN(C)CC2)cc1	-5%	0%	1.6	-9%	3%	-18%	0%	-8%	6
CCNC(=O)N(C)[C@H]1C[C@H]2c3[nH]c4ccccc4c3CCN2C[C@H]1[C@H](C)O	-24%	-7%	-0.3	4%	4%	8%	-9%	-1%	0
CCOc1cccc(N(C(=O)CNC(=O)c2ccco2)C(C(=O)NCC2CCCO2)c2ccccc2)c1 (stereo not drawn)	4%	-3%	0.8	-4%	1%	-6%	1%	-3%	-13
Oc1ccc(/C=N/N(Cc2ccccc2)c2ccccc2)c(O)c1O	24%	-5%	-3.9	3%	?	?	6%	?	-76*
COC(=O)/C(=C/c1cccnc1)NC(=O)c1ccccc1	/	0%	0.5	10%	0%	-5%	-4%	-3%	-4
Cc1ccc2c(c1)N(CC(=O)NCCCN1C(C)CCCC1C)C(=O)c1cccnc1O2 (stereo not drawn)	0%	1%	-1.6	-2%	0%	2%	-3%	-1%	7
O=C(Cc1csc(-c2ccccc2)n1)NCC(=O)Nc1ccc(F)c(F)c1F	11%	-5%	-0.4	9%	7%	7%	0%	-7%	-1
O=C(CCNC(=O)c1ccco1)NCc1ccc(C(=O)O)cc1	-14%	-6%	0.1	1%	-8%	6%	-5%	6%	0
Cc1nc2ccccc2n1CC(=O)NCc1ccccc1	21%	-5%	-3.6	2%	10%	5%	-13%	-2%	/
CCOC(=O)C1CCN(CC(=O)c2c(C)[nH]c3ccccc23)CC1	9%	6%	0.2	-3%	5%	7%	2%	-12%	1
O=C(Nc1ccccc1OC(F)F)c1cc2c(s1)CCC2	-2%	-12%	-0.6	-6%	-6%	-13%	-24%	-7%	6

Structures above that have a furan ring, fused or not, in the order listed:
SMILES	FUS yeast rescue	Abeta rescue	IL-2 act	EPAC1 agonist	WRN inhibitor	EPAC1 antag	aSyn yeast inh	PLK1 PBD inh	PI5P4K alpha inh
Cc1ccc(CS(=O)Cc2ccc(C(=O)NCc3ccccc3Cl)o2)cc1 (stereo not drawn)	34%&16%	-1%&-3%	-2.9	-6%	-5%	0%	-3%	-12%	3
CCOc1cccc(N(C(=O)CNC(=O)c2ccco2)C(C(=O)NCC2CCCO2)c2ccccc2)c1 (stereo not drawn)	4%	-3%	0.8	-4%	1%	-6%	1%	-3%	-13
O=C(CCNC(=O)c1ccco1)NCc1ccc(C(=O)O)cc1	-14%	-6%	0.1	1%	-8%	6%	-5%	6%	0

Next structures:
SMILES	FUS yeast rescue	Abeta rescue	IL-2 act	EPAC1 agonist	WRN inhibitor	EPAC1 antag	aSyn yeast inh	PLK1 PBD inh	PI5P4K alpha inh
COC(=O)c1ccc(Cn2cc(C(F)(F)F)cc([N+](=O)[O-])c2=O)cc1	7%	9%	-1.1	-5%	-1%	-9%	2%	-13%	3
O=C(N1CCCCCC1)N1CCN(S(=O)(=O)c2cccc([N+](=O)[O-])c2)CC1	9%	11%	0.2	0%	-9%	-19%	7%	1%	5
C/C(=N\O)C1(C)N(O)C(C)(C)C(c2ccc(Br)cc2)=[N+]1[O-] (stereo not drawn)	-2%	-14%	-1.5	1%	3%	7%	-11%	1%	1
CCCCCCn1c(O)c(/C=C2\C=NN=C2c2ccccc2)sc1=S	/	-3%	-0.8	-14%	-8%	-22%	3%	-1%	25
CC(C)(C)OC(=O)N1CCC(Cc2cc(-c3ccccc3)no2)(C(=O)O)CC1	15%	3%	-0.3	9%	-1%	-10%	?	-1%	7
Cc1ccc(C(=O)NCC(=O)OCCCn2c(=O)[nH]c3ccccc32)cc1C	-6%	-1%	2.0	6%	7%	-8%	-13%	-9%	0
O=C(CN1C(=O)c2ccccc2S1(=O)=O)N1CCc2ccccc21	-22%	4%	0.3	7%	-2%	7%	-5%	0%	1
CC(C)N(C(=O)CO/N=C/c1cccc([N+](=O)[O-])c1)C(C)C	-33%	14%	0.6	-1%	-6%	-28%	8%	3%	1
O=C(/C=N\O)NCCCNCc1ccccc1	-22%	25%	-1.7	3%	-6%	-6%	-7%	-2%	/

Two entries drawn at random from the list so far:
SMILES	FUS yeast rescue	Abeta rescue	IL-2 act	EPAC1 agonist	WRN inhibitor	EPAC1 antag	aSyn yeast inh	PLK1 PBD inh	PI5P4K alpha inh
CCCCCCn1c(O)c(/C=C2\C=NN=C2c2ccccc2)sc1=S	/	-3%	-0.8	-14%	-8%	-22%	3%	-1%	25
COC(=O)c1ccc(Cn2cc(C(F)(F)F)cc([N+](=O)[O-])c2=O)cc1	7%	9%	-1.1	-5%	-1%	-9%	2%	-13%	3
